# Bioassay records: PubChem, The Scripps Research Institute Molecular Screening Center
# TAAR1 agonist = human TAAR1 agonism; activation, % at 3 µM; CHO RD-HGA16 TAAR1, Fluo-8 calcium fluorescence; vehicle wells 0%, saturating PEA agonist 100%; actives 0.99% (n = 360,000); Q96RJ0; AID 624467;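 active = activation above the mean activation of all test compounds in the run plus 3 SD, cut at about 38% in these data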
# Target sequence (Q96RJ0 whole entry, looked up): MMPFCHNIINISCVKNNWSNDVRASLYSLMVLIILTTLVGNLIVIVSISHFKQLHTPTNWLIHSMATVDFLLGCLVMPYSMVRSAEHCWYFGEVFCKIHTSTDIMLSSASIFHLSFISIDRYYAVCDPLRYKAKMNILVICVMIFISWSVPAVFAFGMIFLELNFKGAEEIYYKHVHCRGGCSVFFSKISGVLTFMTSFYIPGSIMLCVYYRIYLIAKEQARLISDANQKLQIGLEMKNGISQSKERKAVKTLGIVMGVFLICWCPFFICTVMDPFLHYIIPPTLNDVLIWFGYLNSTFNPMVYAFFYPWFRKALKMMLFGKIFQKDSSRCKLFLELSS
#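 Assay system – CHO-derived RD-HGA16 cells with stable Gα16 and human TAAR1 · Compound dosing – one-point dosing at 3 µM (nominal) · Incubation – 17-24 h seeding, 75 min 37 °C dye, 30 min RT · Measured by – kinetic Fluo-8 calcium fluorescence · Control set – DMSO vehicle as 0%, PEA at EC100 as 100% · Repeats – single well for each compound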
# M4 ag = agonists of human muscarinic M4 receptor (CHRM4); actives 0.14% (n = 360,000); activation, % at 3 µM; AID 624127; CHO-K1 hM4/Gqi5, Fluo-8 calcium fluorescence; vehicle 0%, full acetylcholine response 100%;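 active = activation above the run mean over all test wells plus 3 SD, cut at about 32% in these data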;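 note: peak over basal fluorescence ratio per well then scaled between controls; 0% = DMSO wells and 100% = acetylcholine at EC100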
# CHRM4 antagonist = CHRM4 antagonism in calcium assay; inhibition, % at 3 µM; P08173; AID 624125; CHO-hM4 cells, ACh EC80, Fluo-8 calcium fluorescence; actives 0.73% (n = 360,000);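 active = inhibition above its plate's cutoff, the mean inhibition of sample wells plus 3 SD, cut at about 27% in these data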;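 note: 0% = acetylcholine EC80 with DMSO and 100% = DMSO without agonist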
# M1 antag = blocks human M1 muscarinic receptor; inhibition, % at 3 µM; actives 1.3% (n = 360,000); AID 588852; CHO-K1 hM1, Fluo-8 calcium fluorescence, ACh EC80 antagonist;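 active = percent inhibition above its own plate's cutoff, namely the mean of that plate's compound wells plus 3 SD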;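 note: peak over basal fluorescence ratio during 140 s after agonist addition; 0% = ACh EC80 plus DMSO and 100% = DMSO alone without agonist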
# Target sequence (P11229 whole entry, looked up): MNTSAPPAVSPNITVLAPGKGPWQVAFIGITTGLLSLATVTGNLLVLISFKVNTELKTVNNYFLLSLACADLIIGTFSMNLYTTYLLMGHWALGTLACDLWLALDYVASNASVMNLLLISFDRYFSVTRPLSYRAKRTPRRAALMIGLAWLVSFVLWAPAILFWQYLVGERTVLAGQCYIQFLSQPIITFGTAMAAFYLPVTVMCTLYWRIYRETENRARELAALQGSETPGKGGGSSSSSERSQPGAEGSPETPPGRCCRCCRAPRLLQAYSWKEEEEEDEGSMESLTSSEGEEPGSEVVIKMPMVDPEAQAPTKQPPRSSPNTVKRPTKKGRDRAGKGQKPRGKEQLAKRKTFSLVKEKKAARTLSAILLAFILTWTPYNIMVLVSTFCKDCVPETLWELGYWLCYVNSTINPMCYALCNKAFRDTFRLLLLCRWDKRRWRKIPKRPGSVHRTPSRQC
# M1 PAM = potentiates human M1 receptor response to acetylcholine. P11229. CHO-K1 hM1, Fluo-8 calcium fluorescence, ACh EC20; 0% = ACh EC20, 100% = maximal ACh. activation, % at 3 µM. actives 0.088% (n = 360,000). AID 588819; in the data active = activation above about 19%, passing the limit was not always enough
# CHRM5 antagonist = blocks acetylcholine activation of human M5 receptor; CHO-hM5 cells, Fluo-8 calcium fluorescence, ACh EC80; inhibition, % at 3 µM; actives 0.59% (n = 360,000); AID 624040;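 active = inhibition above a per-plate cutoff, the mean of that plate's test compounds plus 3 SD, cut at about 27% in these data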;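 note: 0% = acetylcholine EC80 with DMSO and 100% = DMSO without agonist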
# CHRM1 agonist = activates human CHRM1 receptor. P11229. CHO-K1 hM1, Fluo-8 calcium fluorescence, agonist mode; 0% DMSO, 100% acetylcholine EC100. activation, % at 3 µM. actives 0.33% (n = 360,000). AID 588814;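 active = activation above the run's mean compound activation plus 3 SD, cut at about 16% in these data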;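 note: peak over basal fluorescence ratio within a 140 s kinetic read after compound addition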
# M5 PAM = positive allosteric modulators of human muscarinic M5 receptor | activation, % at 3 µM | AID 624038 | CHO-K1 hM5, Fluo-8 calcium, ACh EC20 PAM; 0% = ACh EC20, 100% = ACh EC100 | P08912 | actives 0.3% (n = 360,000);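 active = activation above the run cutoff, the mean activation of all test compounds plus 3 SD, cut at about 18% in these data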
#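 Test system: CHO-K1 hM5 cells / Doses: single-point, 3 µM nominal / Times: Post-acetylcholine fluorescence recording 140 s / Technique: Fluo-8 calcium fluorescence / Measure: Max/basal fluorescence ratio as % of EC20–EC100 ACh window / Benchmarks: low control EC20 acetylcholine (0%), high control EC100 acetylcholine (100%) / Replicates: one well per compound, no replicates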
# M5 ag = agonists of human muscarinic M5 receptor (CHRM5); P08912; CHO-K1 hM5 cells, Fluo-8 calcium fluorescence; 0% DMSO wells, 100% maximal acetylcholine response; activation, % at 3 µM; actives 0.19% (n = 360,000);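 active = activation above the run's mean over test compounds plus 3 SD, cut at about 23% in these data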;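 note: signal is peak over basal fluorescence ratio across the kinetic read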
# Active calls of the source: *; . = no result given.
SMILES,TAAR1 agonist,M4 ag,CHRM4 antagonist,M1 antag,M1 PAM,CHRM5 antagonist,CHRM1 agonist,M5 PAM,M5 ag
COC(CNC(=O)c1c[nH]c2ccc(S(=O)(=O)N3CCOCC3)cc2c1=O)OC,1,1,-10,-14,16,4,0,-4,-5
COc1cc(OC)c(OC)cc1CNC(=O)c1ccc(COc2ccccc2)cc1,-1,13,-1,17,-11,15,-2,-10,3
Cn1cc(C(=O)NCN2CCCCC2)c2ccccc21,0,0,7,5,-2,6,-2,-2,1
O=C1/C(=C/c2ccccc2F)SC(=S)N1CCC(=O)N1CCCCC1CCO (centres undefined),9,29,9,28,-15,0,2,-9,2
Oc1ccccc1/C=N/Nc1cccc2cccnc12,14,0,-7,-5,7,-3,-3,1,1
CCN(CC)C(=O)CSc1nc(O)c(Cc2ccccc2)c(=O)n1-c1ccccc1,12,1,-1,-6,-2,2,-3,2,0
O=C(O)CCSCc1ccccc1F,1,0,0,-22,9,-5,-2,0,0
COc1cc(N=c2oc3c(C)ncc(CO)c3cc2C(N)=O)cc(OC)c1OC,1,0,-3,7,0,1,-2,0,1
O=C1c2ccccc2C(c2nnnn2Cc2ccccc2)N1CCOc1ccccc1 (centres undefined),4,0,3,.,.,-12,.,-4,0
O=C(Nc1nc2ccccc2[nH]1)NC1CCCCC1,4,7,9,-1,4,7,8,-1,4
CSCCC(NC(=O)c1ccc(Cl)cc1)C(=O)O (centres undefined),6,0,2,-1,4,0,-1,-2,-1
O=C([C@H]1O[C@@H](n2ccc(=O)[nH]c2=O)[C@H](O)[C@@H]1O)N1CCN(c2ccc(Cl)cn2)CC1,2,2,-9,-20,7,1,-4,5,1
COCCC(=O)N1CCc2ccc(NC(=O)c3ccc(C(F)(F)F)cc3)cc2C1,3,3,-9,-14,4,1,-4,-1,2
CCn1c(SCC(=O)NC2CCCC2)nnc1-c1ccccn1,0,1,-2,-15,11,4,-2,-4,-2
O=C(N/N=C/c1c(O)ccc2ccccc12)c1ccc(Br)o1,9,4,1,-6,0,4,0,1,6
O=C(NC(=S)N(Cc1ccccc1)c1ccccn1)C1CCCCC1,2,1,4,-3,5,4,-9,0,-3
CCOc1ccc2[nH]c3nc(SCC(=O)NCC4CCCO4)nnc3c2c1 (centres undefined),-1,2,-12,-22,9,-2,-9,4,-3
CCOC(=O)c1c(-c2ccccc2)oc2ccc(O)c(CN(C)C)c12,5,5,-12,-1,2,-3,-4,-1,-3
COc1c(/C=N/NC(=O)c2ccccc2O)c(CCN(C)C(C)=O)cc2c1OCO2,-1,1,-9,-11,7,-1,-7,-7,-1
O=c1[nH]oc(O)c1-c1ncc(C(F)(F)F)cc1Cl,0,1,-6,-2,7,5,-6,0,-1

# An excerpt from above, reduced to CHRM5 antagonist and M4 ag.
mol,CHRM5 antagonist,M4 ag
CCOc1ccc2[nH]c3nc(SCC(=O)NCC4CCCO4)nnc3c2c1 (centres undefined),-2,2
CCOC(=O)c1c(-c2ccccc2)oc2ccc(O)c(CN(C)C)c12,-3,5
COc1c(/C=N/NC(=O)c2ccccc2O)c(CCN(C)C(C)=O)cc2c1OCO2,-1,1
O=c1[nH]oc(O)c1-c1ncc(C(F)(F)F)cc1Cl,5,1

# Later entries.
SMILES,TAAR1 agonist,M4 ag,CHRM4 antagonist,M1 antag,M1 PAM,CHRM5 antagonist,CHRM1 agonist,M5 PAM,M5 ag
O=C(c1cccnc1)N1CCN(C(=O)c2cccs2)CC1,5,1,4,-8,11,6,-5,7,-2
Cc1ccc(C(=O)N/C(=C/c2ccc(Cl)cc2)C(=O)Nc2cccc(C(=O)O)c2)cc1,4,1,0,-7,8,5,-5,1,1
Cn1c(CCNC(=O)c2ccco2)nc2cc(NC(=O)C3CCCCC3)ccc21,4,4,10,7,2,5,-3,-8,0
COc1cc(OC)cc(C(=O)Nc2cc(NC(=O)c3ccco3)ccc2OC)c1,3,3,-5,-4,4,-8,-4,6,-1
O=C1CC(N2CCN(c3ccccc3Cl)CC2)C(=O)N1c1ccccc1 (centres undefined),4,3,5,-5,5,9,-3,-8,-7
O=C(Nc1ccc2nc(-c3cccnc3)[nH]c2c1)c1ccco1,2,5,-10,-5,1,0,-3,-4,2
C=CCn1c(SCC(=O)N2CCCC2)nc2scc(-c3cccs3)c2c1=O,1,0,5,-7,1,0,-7,-3,1
Cc1ccc(S(=O)(=O)NCCSC(C)(C)C)cc1,8,0,-5,6,2,-2,-2,-1,2
Oc1c(C(Nc2ccccn2)c2ccccn2)ccc2cccnc12 (centres undefined),2,2,1,-33,4,-1,-4,0,-12
COc1cc(CC(=O)Nc2sc3c(c2C(N)=O)CCCC3)cc(OC)c1OC,5,2,-8,-1,-3,9,-3,-2,-1

# Full records, looked up by structure. Order of values: TAAR1 agonist	M4 ag	CHRM4 antagonist	M1 antag	M1 PAM	CHRM5 antagonist	CHRM1 agonist	M5 PAM	M5 ag
# Record of Cn1c(CCNC(=O)c2ccco2)nc2cc(NC(=O)C3CCCCC3)ccc21 → 4	4	10	7	2	5	-3	-8	0
# Record of O=C(c1cccnc1)N1CCN(C(=O)c2cccs2)CC1 → 5	1	4	-8	11	6	-5	7	-2

# (next part)
SMILES,TAAR1 agonist,M4 ag,CHRM4 antagonist,M1 antag,M1 PAM,CHRM5 antagonist,CHRM1 agonist,M5 PAM,M5 ag
O=C(CN1C(=O)COc2ccccc21)N1CCN(c2ccccc2F)CC1,13,3,-5,-20,2,1,0,0,3
CC12CCC(C(=O)Nc3cccc(Cl)c3)(C(Br)C1=O)C2(C)C (centres undefined),5,0,0,-7,5,-10,-11,2,-3
CSc1cc(-c2ccc(Cl)cc2)c(C(=O)N2CCCC2)s1,15,-3,-1,-6,-8,2,-4,-7,-8
Cc1ccnn1CCC(=O)N1CCCC(Nc2ccc(C(C)C)cc2)C1 (centres undefined),3,5,-2,-8,2,0,0,-1,3
COc1cc(/C=C2\SC(c3ccc(C)cc3)=NC2=O)ccc1O,2,3,1,12,-6,22,1,-8,2
COc1ccccc1/C=N/NC(=O)c1cccc2ccccc12,4,0,7,-8,2,8,-5,-8,1
COc1ccc(CC(=O)NC(C)(C)CC(C)=O)cc1OC,11,1,6,-22,-6,-3,1,1,0
O=C(O)CC(Cc1ccccc1)C(=O)Nc1ccc([N+](=O)[O-])cc1 (centres undefined),1,0,-1,-8,14,-9,-7,1,2
CCC(CC)N1CCN(C(=O)c2cccc(Cl)c2)CC1,0,0,-1,-3,-1,4,-8,-4,-8
Cn1nnnc1SCC(=O)Nc1cc(S(=O)(=O)N2CCCC2)ccc1Cl,0,1,-7,4,1,-6,-7,8,-2
O=C(OCC#CCSc1nnc(-c2cccc3ccccc23)o1)c1cccc2[nH]ccc12,11,0,10,2,-1,11,-1,0,1
Cc1ccc(Cl)cc1NC(=S)N(CCN(C)C)C(C)c1ccccn1 (centres undefined),3,0,2,-26,2,-2,-4,8,-3
COc1ccc(NC(=S)N2CCN(c3ccc4c(c3)C3CCN(C(=O)OCc5ccccc5)C4C3)CC2)c(OC)c1 (centres undefined),1,7,-4,29,-19,9,-10,-9,2
Nc1ccc2c(c1)C/C(=C/c1ccco1)C2=O,2,0,0,4,-5,7,-2,-4,2
COc1ccc(C(C(=O)NC2CCCCC2)N(C(=O)Cc2c[nH]c3ccccc23)c2ccc(NC(C)=O)cc2)cc1OC (centres undefined),10,1,-12,-7,1,4,-2,-4,1
O=C(Cc1ccsc1)NNC(=O)c1ccccc1Cl,7,0,1,4,10,10,4,-4,-2
CSc1nnc(-c2ccncc2)n1CCCN1CCCC1=O,4,4,7,-1,12,8,9,-2,1
Cc1oc(/N=C/c2cccc3ccccc23)c(C#N)c1C,.,2,-1,3,5,-8,-6,10,2
COc1cc(OC)cc(C(=O)NCC2CCCN(Cc3ccc(SC)cc3)C2)c1 (centres undefined),1,2,4,0,-1,0,-10,5,-4
Cc1ccc(S(=O)(=O)n2nc(-c3ccc(Cl)cc3)nc2NCc2ccco2)cc1,7,-1,-2,2,-4,-5,-2,0,-1
CCOc1ccc(Br)cc1S(=O)(=O)NCC(c1ccc(OC)cc1)N1CCOCC1 (centres undefined),18,1,-1,-14,13,2,-5,-5,1
O=C(COc1ccc(-n2cnnn2)cc1)Nc1cc(Cl)cc(Cl)c1,11,1,-10,-5,12,4,6,-9,1
COc1ccc(C(=O)N2CC3(CC(c4cccc([N+](=O)[O-])c4)=NO3)C[C@H]2C(=O)NCC(N)=O)cc1 (some centres undefined),11,0,12,13,-4,4,-3,-3,2
Cc1cc(=O)oc2cc(OCc3ccc(C(=O)N4CCN(c5ccc([N+](=O)[O-])cc5)CC4)cc3)ccc12,0,1,6,-3,1,2,-9,-4,3
C1CNCCOCCNCCN1,8,0,-9,-28,14,-2,-4,4,-3
COc1cccc(Oc2cn[nH]c2-c2ccc(O)cc2O)c1,17,3,2,1,10,3,1,-3,1
NC(=O)COC(=O)C1c2ccccc2Oc2ccccc21,3,1,2,-1,4,3,-5,-2,-4
Cc1cccc(N2C(=O)CC(N(C(=O)c3ccco3)c3cccc(C)c3)C2=O)c1 (centres undefined),6,1,-2,-1,19,6,14,1,2
O=S(=O)(c1cc(Cl)cc(Cl)c1)N1CCCC1c1nc2ccccc2s1 (centres undefined),-2,-1,-2,2,0,0,-4,-4,-1
Cc1ccccc1CSCC(=O)Nc1c(C)n(C)n(-c2ccccc2)c1=O,0,1,2,3,3,-1,-12,-1,-4
COc1ccc(/C(O)=C2/C(=O)C(=O)N(c3ccccn3)C2c2cccc(Cl)c2)cc1 (centres undefined),0,0,-20,-25,20,-3,0,4,0
Cc1cc(C(=O)OCC(=O)N2CC(C)OC(C)C2)c(C)n1-c1ccccc1 (centres undefined),8,1,-3,-13,15,-2,-4,5,3
CC(=O)NC1=NC(=O)/C(=C/N2CCCCC2)S1,1,1,0,3,3,1,1,4,-2
Cc1cc2nc(Cl)c(Cl)nc2cc1C,-1,0,11,-10,10,16,-3,-3,-2
COc1ccc2nc(C)cc(N/N=C/c3cccc(OC)c3O)c2c1,0,0,-4,-3,-3,-14,-3,-3,3
COc1cc(C(=O)N(Cc2cccc(Cl)c2)C2CCS(=O)(=O)C2)cc(OC)c1OC (centres undefined),6,1,1,-8,4,-6,0,1,-1
O=C(Nc1nncs1)c1cc(S(=O)(=O)N2CCOCC2)ccc1Cl,2,1,-16,-4,4,3,-4,2,-2
CCOc1ccc(S(=O)(=O)NCCC(=O)NCC2CCCO2)cc1 (centres undefined),5,1,5,-3,1,-14,-2,8,1
COc1ccc(OC)c(N(CC(=O)N2CCCCC2)S(=O)(=O)c2ccc(OC)c(OC)c2)c1,2,2,9,-18,4,0,-4,10,-5
O=C(Cc1ccc(Br)cc1)Nc1nc2ccccc2[nH]1,1,1,-6,-19,11,1,-3,-1,0
COc1cnc(-c2ccccc2)nc1Oc1ccccc1C,12,-1,-4,-6,3,-16,-4,-2,-6
CCCN(CCC)C(=O)C1CCCN1S(=O)(=O)c1cccc2nsnc12 (centres undefined),1,0,-8,-31,7,-2,0,-1,4
Cc1cccc(Nc2c(F)c(F)c(F)c(F)c2C(=O)O)c1,0,1,8,3,7,-6,-1,-2,-1

# Only part of the results is shown; count on the stated rates, not on these rows.
